EWS-Fli block – inhibitors of EWS/Fli oncoprotein transcriptional activity. A673 NR0B1-luciferase reporter, viability-normalised. inhibition, % at 12.6 µM. 350,000 compounds, 0.67% hits. AID 651661;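 active = mean inhibition of at least 50% after viability correction, with every replicate also passing that limit; inconclusive = mean reaches 50% but only one of two replicates passes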;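 also: firefly luciferase signal divided by Alamar Blue viability fluorescence both relative to DMSO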
CASP6 VEID inh – blocks human caspase-6 cleavage activity | P55212 | purified caspase-6, Z-VEID-R110 cleavage fluorescence | inhibition, % at 12.5 µM | 350,000 compounds, 0.53% hits | AID 686996;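 active = mean inhibition across replicates at least about 35%, with every replicate also reaching that limit, limit read from the data; inconclusive = only one of the two criteria met; inactive = neither criterion met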;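 also: 0% = median of neutral control wells and 100% = no fluorescence left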
Target sequence (P55212 24-179 limits assumed): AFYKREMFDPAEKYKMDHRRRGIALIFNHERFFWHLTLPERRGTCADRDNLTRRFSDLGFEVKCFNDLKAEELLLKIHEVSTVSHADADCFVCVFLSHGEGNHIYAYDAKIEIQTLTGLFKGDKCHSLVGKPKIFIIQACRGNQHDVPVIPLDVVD
Target sequence (P55212 194-293 limits assumed): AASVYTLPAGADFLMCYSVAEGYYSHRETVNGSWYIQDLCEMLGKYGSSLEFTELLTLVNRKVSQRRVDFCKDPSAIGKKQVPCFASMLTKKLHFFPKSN
SIRT5 block – inhibitors of human sirtuin-5 desuccinylase; AID 652115; Purified SirT5, succinyl-peptide AMC, trypsin-coupled fluorescence; inhibition, % at 15 µM; 330,000 compounds, 1.1% hits; Q9NXA8; in the data active = inhibition above about 15%; inconclusive = no clear call, values can overlap the other calls
Target sequence (Q9NXA8 whole entry, looked up): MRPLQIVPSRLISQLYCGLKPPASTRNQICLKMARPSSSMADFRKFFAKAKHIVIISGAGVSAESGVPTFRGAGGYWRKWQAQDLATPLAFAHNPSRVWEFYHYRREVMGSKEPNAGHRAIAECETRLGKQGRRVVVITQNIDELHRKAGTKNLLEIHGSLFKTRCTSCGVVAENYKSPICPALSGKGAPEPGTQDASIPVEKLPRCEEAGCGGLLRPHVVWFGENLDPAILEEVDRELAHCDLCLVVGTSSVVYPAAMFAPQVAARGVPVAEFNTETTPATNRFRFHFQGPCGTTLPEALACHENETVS
LGR2 inh – blocks bursicon-induced cAMP signaling via Drosophila LGR2 | 380,000 compounds, 0.35% hits | HEK293 LGR2, CRE-luciferase, bursicon-stimulated, 4 h | AID 720647 | inhibition, % at 9.99 µM;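 active = drop in luminescence signal, shown as inhibition above about 50% in the replicate tests, limit read from the data, passing the limit was not always enough; inconclusive = probably only some replicates passing the limit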;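 also: agonist challenge used bursicon conditioned medium at about half maximal strength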
ARNT-TACC3 inh – disruptors of human ARNT/TACC3 interaction; Q9Y6A5; AlphaScreen His-ARNT PAS-B/GST-TACC3 binding, luminescence; TACC3 fragment carries E629A point mutation; inhibition, % at 9.99 µM; 390,000 compounds, 0.66% hits; AID 623870;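 active = mean inhibition of replicates at least 50% and at least half of replicates each reaching 50%; inconclusive = half or more replicates reach 50% but mean below 50%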;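 also: 0% = complete ARNT plus TACC3 wells and 100% = ARNT alone without TACC3; many hits fall short of the cut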
DENV2 CPE – protects cells from dengue virus 2 cytopathic effect | DENV2-infected cells, cytopathic effect rescue, plate reader | CPE inhibition, % at 9.99 µM | 350,000 compounds, 1.7% hits; in the data active = CPE inhibition above about 20%, passing the limit was not always enough; inconclusive = no clear call, values can overlap the other calls; tested in BHK-21 cells;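 also: 0% = median of neutral control wells and 100% = median of positive control wells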
PAX8 inh HTS – lowers PAX8-driven luciferase in RMG-I cells | 360,000 compounds, 1.2% hits | inhibition, % at 12.6 µM | RMG-I TPO-luciferase reporter, SteadyGlo, 24 h;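 active = mean replicate inhibition at least 60% with every replicate also reaching 60%; inconclusive = only one of the two criteria is met; inactive = mean below 60% and not all replicates reaching 60%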;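 also: luciferase light reporting Pax8 driven TPO promoter activity; plate controls were median of neutral control wells for no effect and mitoxantrone controls for full effect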
An asterisk follows results filed as active; ? = inconclusive; . = not tested or not shown.

SMILES	EWS-Fli block	CASP6 VEID inh	SIRT5 block	LGR2 inh	ARNT-TACC3 inh	DENV2 CPE	PAX8 inh HTS
Cc1cc(OCCCCCN2CCCC2)ccc1Cl	8	-12	-4	1	-15	6	17
CN(C)C(=O)C1=NOC2(C1)C(=O)Nc1ccccc12 (stereo unspecified)	0	-2	-2	5	.	-2	7
COc1ccc(NC(=O)N(C)C[C@H]2Oc3ccc(NC(=O)Nc4c(C)noc4C)cc3CC(=O)N([C@H](C)CO)C[C@H]2C)cc1	2	0	-6	-32	4	4	-6
CCCN1C[C@@H](C)[C@H](OC)CN(C)C(=O)c2cc(NC(=O)C3CC3)ccc2OC[C@H]1C	-3	-2	8	3	-6	14	2
CCN(CCn1cccn1)C(=O)CC1C(=O)NCCN1Cc1cccc(OC)c1OC (stereo unspecified)	-5	0	16*	-9	1	-6	-5
Cc1ccccc1NC(=O)CSc1nnc2ccc(-c3cccnc3)nn12	-3	1	-4	-14	6	-2	-16
O=C(NCc1n[nH]c(=S)n1-c1cccc(C(F)(F)F)c1)c1ccc(S(=O)(=O)N2CCCC2)cc1	-8	-1	-5	6	6	-1	-6
C[C@@H]1CN([C@@H](C)CO)S(=O)(=O)c2ccc(-c3ccc(F)cc3)cc2O[C@@H]1CN(C)C(=O)Nc1ccccc1F	14	0	-2	21	-6	.	.
COc1ccc(S(=O)(=O)Nc2ccc3c(c2)C(=O)N([C@H](C)CO)C[C@@H](C)[C@H](CN(C)S(C)(=O)=O)O3)cc1	7	4	-2	5	.	-6	.
CC(=O)N(C)C[C@@H]1[C@@H](c2ccc(-c3ccccc3F)cc2)[C@H](CO)N1C(C)=O	-5	2	3	-31	-1	-2	-8
Cc1ccc(OCCCCCN2CCOCC2)cc1	-13	-4	-6	-11	-1	10	9
CCCN(C(=O)CCc1ccc(OC)cc1)c1c(N)n(Cc2ccccc2)c(=O)[nH]c1=O	-3	-1	-2	-8	-13	4	1
CC(=O)Nc1ccc(Nc2nc3ccccc3nc2NS(=O)(=O)c2ccccc2)cc1	5	-1	3	-8	-8	-1	-3
O=C(N[C@@H]1CC[C@H](CCNS(=O)(=O)c2ccc(F)cc2)O[C@@H]1CO)C1CC1	8	-2	3	-2	5	2	-11
COCC(=O)Nc1ccc2c(c1)[C@H]1C[C@H](CC(=O)NCc3ccccc3)O[C@@H](CO)[C@H]1O2	-10	-2	3	7	-3	21*	-12
C=CCN(CC=C)Cc1c(O)ccc2c(=O)c(-c3ccccc3)coc12	3	-2	-3	8	-6	18	1
COc1ccc(OC)c2sc(NC(=O)C3CC3)nc12	-17	0	-1	4	-4	6	-12
Cc1ccc2nc(N3CCN(C(=O)c4ccco4)CC3)sc2c1	-80	-1	0	-1	-6	17	-226
O=C(CSC1=NNC(c2ccccn2)S1)Nc1cccc(Cl)c1 (stereo unspecified)	6	-4	-3	-21	12	3	31
COc1ccc(NC(=O)CN2C(=O)NC(C)(Cc3ccc(OC)c(OC)c3)C2=O)cc1 (stereo unspecified)	13	0	.	11	.	-2	-9
O=C(C[n+]1cc(-c2ccc(Cl)c(Cl)c2)n2c1CCC2)N1c2ccccc2Sc2ccccc21	.	.	.	-4	30	.	40
O=C(NCc1ccco1)C12CN(Cc3ccccc3)CC1C(c1ccc([N+](=O)[O-])cc1)=NO2 (stereo unspecified)	11	0	.	-3	-1	12	28
O=C(CCc1nc(-c2ccc(Cl)cc2)no1)NC1CCCC1	-4	1	-1	-4	-15	-4	-17
O=C(c1cnccn1)N1CC(=O)N2[C@H](C1)[C@@H](c1ccc(-c3cccc(F)c3)cc1)[C@@H]2CO	-9	3	-2	1	.	-8	5
CCCNC(=O)C[C@@H]1CC[C@H]2[C@@H](COc3ccc(NC(=O)CCC)cc3C(=O)N2C)O1	-2	1	-2	-3	-9	1	-6

Remaining list, next part:
SMILES	EWS-Fli block	CASP6 VEID inh	SIRT5 block	LGR2 inh	ARNT-TACC3 inh	DENV2 CPE	PAX8 inh HTS
Cc1c(NC(=O)CN(c2ccc(F)cc2)S(=O)(=O)c2ccccc2)c(=O)n(-c2ccccc2)n1C	.	-4	0	1	-7	9	.
C=CCSc1nc(=O)n2ccc(C)cc2n1	-14	0	2	-16	3	-2	-12
CCN(CC(=O)NCc1ccc(F)cc1)C(=O)c1cccnc1SC	-1	-4	0	-6	2	0	-6
COc1ccc(CCNC(=O)c2ccc(Cl)nc2)cc1	-16	1	-1	-1	1	?	-4
Cc1nc2[nH]c(=O)n(O)c(=O)c2s1	2	-2	.	.	11	-1	-10
COc1ccc(C(=O)NNC(=O)c2cccs2)cc1S(=O)(=O)N1CCOCC1	5	-3	7	-9	-1	12	18
COc1ccc(S(=O)(=O)NCC(=O)N(CC2CCCO2)C(C(=O)NC2CCCC2)C(C)C)cc1 (stereo unspecified)	0	2	-9	6	-3	13	2
CN1C(C(=O)NCc2ccccc2)CC2Cn3c(nc4cc(Cl)c(Cl)cc43)C21 (stereo unspecified)	5	1	-2	-3	-5	0	0
CC1(C)C(=O)OC(/C=C\c2cccc([N+](=O)[O-])c2)C(C)(C)C1=O (stereo unspecified)	-7	1	1	11	2	11	-5
O=C(Nc1ccc(OC(F)(F)F)cc1)c1cnc2n(c1=O)CCS2	-42	-5	.	-12	-3	-5	-8
CCN1C(=O)c2cccc3c(N)ccc(c23)C1=O	1	0	-5	-14	5	-3	22
CCOC(=O)N1CCN(Cc2ccccc2F)CC1	1	-2	-1	-9	-1	-8	.
C[C@@H]1CN([C@H](C)CO)C(=O)c2c(c3ccccc3n2C)-c2ccccc2CO[C@@H]1CN(C)CC1CC1	-4	0	3	-3	-3	-4	.
Cc1ccc(CNC(=O)NC23CC4CC(CC(C4)C2)C3)cc1	2	32	1	.	-25	-9	37
Cc1ccc2c(c1)N(CC(=O)NCC1CCCO1)C(=O)C(C(C)C)O2 (stereo unspecified)	-9	2	-1	0	-18	-7	-18
CCCNC(=O)[C@H]1[C@H](CO)[C@H]2Cn3c(ccc(-c4cccc(F)c4)c3=O)[C@@H]1N2C(=O)CC	3	2	-37	5	-5	0	-15
CC1C(C)N(C(=O)CCCl)c2ccccc2N1C(=O)CCCl (stereo unspecified)	5	-3	-6	-4	-2	-11	14
CCCc1cc(=O)[nH]c(SCC(=O)c2cc(C)n(-c3cc(C)on3)c2C)n1	3	.	-6	24	-4	-2	-9
Cc1cc(C)cc(Nc2nc3c([nH]2)c(=O)n(C)c(=O)n3C)c1	-15	0	0	1	11	-1	-2
COc1ccc(C2=NN(C(=O)c3ccco3)C(c3cccs3)C2)cc1OC (stereo unspecified)	-11	5	0	-3	.	-3	13
CC(=O)c1ccc(NC(=S)NCCc2ccccn2)cc1	-16	-3	-2	-4	5	1	-60
C[C@@H]1CCCCO[C@@H](CN(C)C(=O)c2ccccc2)[C@H](C)CN([C@H](C)CO)C(=O)c2cc(NC(=O)c3ccccc3)ccc2O1	.	1	3	0	-2	0	24
CCCOc1ccc(NC(=O)CC2Nc3ccccc3NC2=O)cc1 (stereo unspecified)	1	1	0	-19	-7	1	2
COc1ccc(-n2cnc3scc(-c4ccc(OC)c(OC)c4)c3c2=O)cc1	1	2	-2	-5	.	.	-6
COc1ccc(NC(=O)C(Cc2ccccc2)n2cccc2)c(OC)c1 (stereo unspecified)	-1	0	-1	13	5	?	4

The listing continues.
SMILES	EWS-Fli block	CASP6 VEID inh	SIRT5 block	LGR2 inh	ARNT-TACC3 inh	DENV2 CPE	PAX8 inh HTS
COCCCNCCOCCOc1ccccc1-c1ccccc1	.	.	.	-1	-1	.	2
Cc1cc(C)cc(C(=O)N2CCN=C2c2ccccc2)c1	9	-4	-2	.	-5	.	-16
C/C=C/c1cnc2c(c1)C(=O)N([C@@H](C)CO)C[C@H](C)[C@@H](CN(C)S(=O)(=O)c1ccccc1F)O2	-13	0	-1	7	12	2	-5
Cn1ccnc1C(=O)c1ccccc1Cl	-8	-3	0	2	-9	0	8
CSc1ccccc1C(=O)NCCc1ccc(S(=O)(=O)N2CCCCC2)cc1	9	1	6	-3	-5	4	.
CC(=O)Nc1ccc(/C(N=Nc2ccccc2)=N/N=C(N)N)cc1	-79	-2	.	-141	44	-3	-193
CN(CC(=O)NCc1cccs1)CC(=O)Nc1ccc(F)c(F)c1F	.	-30	1	7	-4	?	-4
FC(F)(F)c1ccncc1-c1nnnn1-c1ccc(Cl)cc1	14	0	-1	5	-3	-4	15
O=C(NC(Cc1ccccc1)c1nc2ccccc2[nH]1)c1ccc(Cl)c([N+](=O)[O-])c1 (stereo unspecified)	-30	6	-4	1	7	16	0
O=C(CC1CC1)N1CC2(C1)[C@@H](c1ccccc1)[C@@H](CO)N2CC1CCOCC1	8	-3	1	-1	.	2	1
CC1CCN(CCCNC(=O)c2cc3c(s2)-c2ccccc2OC3)CC1	0	-13	-128	-4	20	4	-4
O=C1c2ccccc2NC(c2ccccc2Cl)N1N=C1CCCCCC1 (stereo unspecified)	-36	0	.	-40	-13	?	29
CNC[C@@H]1Oc2ccc(NC(=O)Cc3cn(C)c4ccccc34)cc2CC(=O)N([C@H](C)CO)C[C@H]1C	4	-1	1	14	7	-8	-19
COc1ccc2c3c([nH]c2c1)[C@H](CO)N(C(=O)C1CCC1)CC31CN(C(=O)c2ccncc2)C1	-9	-2	0	7	.	-4	-2
CN(C)CC(=O)N[C@H]1CC[C@@H](CC(=O)NCc2ccc(Cl)cc2)O[C@H]1CO	-5	-3	4	-3	6	?	-31
CCN(CC)CCCCNc1ncc2cc(-c3cc(OC)cc(OC)c3)c(NC(=O)NC(C)(C)C)nc2n1	36	-13	-3	16	-11	-6	44
CO[C@@H]1CN(C)C(=O)c2cc(NC(=O)C3CCOCC3)ccc2OC[C@H](C)N(Cc2cccnc2)C[C@@H]1C	0	.	3	-1	-5	-2	-5
O=C(O)CCC(=O)Nc1ccc(SSc2ccc(NC(=O)CCC(=O)O)cc2)cc1	6	.	0	15	7	2	8
CN(C(=O)COC(=O)c1cc([N+](=O)[O-])ccc1N1CCOCC1)C1CCCCC1	-7	0	-2	-10	.	10	-12
C[C@H](NC(=O)C[C@H]1C[C@@H]2c3cc(NC(=O)CN(C)C)ccc3O[C@@H]2[C@@H](CO)O1)c1ccccc1	-6	1	2	3	2	3	-9
Cc1nnc(SCCn2c(N3CC(C)CC(C)C3)nc3c2c(=O)n(C)c(=O)n3C)s1 (stereo unspecified)	.	-1	-1	-5	2	.	16
O=C(C[C@@H]1CC[C@@H]2[C@H](COC[C@H](O)CN2C(=O)c2ccccc2F)O1)NCc1ccc(Cl)cc1	-1	-2	0	-2	-15	-6	8
CCCN1Cc2cccc(C(=O)Nc3ccc(CN4CCCC4)cc3)c2C1=O	.	.	.	3	3	.	2
C[C@@H]1CN([C@H](C)CO)C(=O)c2cccc(NC(=O)C3CCOCC3)c2O[C@H]1CN(C)Cc1ccc(-c2ccccc2)cc1	7	0	6	-4	4	?	24
Cc1[nH]c(C)c(S(=O)(=O)NCCc2ccccc2)c1C(=O)N1CCCCC1	1	2	1	-23	12	17	6
O=C1C2C3c4ccccc4C(c4ccccc43)C2C(=O)N1c1ccncc1 (stereo unspecified)	10	-5	.	13	-4	-1	10
COc1ccc(Cl)c2c1[nH]c1nc(SCc3ccccn3)nnc12	-104	17	-1	-33	4	2	-114

Whole records, quoted from the list. Screens in order: EWS-Fli block	CASP6 VEID inh	SIRT5 block	LGR2 inh	ARNT-TACC3 inh	DENV2 CPE	PAX8 inh HTS
C[C@@H]1CN([C@H](C)CO)C(=O)c2cccc(NC(=O)C3CCOCC3)c2O[C@H]1CN(C)Cc1ccc(-c2ccccc2)cc1 reads 7	0	6	-4	4	?	24
C[C@H](NC(=O)C[C@H]1C[C@@H]2c3cc(NC(=O)CN(C)C)ccc3O[C@@H]2[C@@H](CO)O1)c1ccccc1 reads -6	1	2	3	2	3	-9
O=C(C[C@@H]1CC[C@@H]2[C@H](COC[C@H](O)CN2C(=O)c2ccccc2F)O1)NCc1ccc(Cl)cc1 reads -1	-2	0	-2	-15	-6	8
Cc1cc(C)cc(C(=O)N2CCN=C2c2ccccc2)c1 reads 9	-4	-2	.	-5	.	-16
FC(F)(F)c1ccncc1-c1nnnn1-c1ccc(Cl)cc1 reads 14	0	-1	5	-3	-4	15
